Source: PubChem (several laboratories)
OPRM1-OPRD1 ag: agonists of OPRM1-OPRD1 heterodimerization, primary screen, cell-based, luminescence; Mu-type opioid receptor (Homo sapiens) + Delta-type opioid receptor (Homo sapiens), …; cells; activation, % at 9.3 µM; actives 0.3% (n = 340,000); AID 504326, 2011; in the data active = activation above about 18%;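 also: 0% = vehicle-treated cells and 100% = reference agonist; values of inactives mirror those of a sister screen read the other way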
PKA-R1A activ: activators of PKA-R1A holoenzyme, primary screen, biochemical, fluorescence polarization, Cy5-IP20, bovine R1A, mouse PKAc; activation, % at 11.4 µM; actives 0.083% (n = 340,000); cAMP-dependent protein kinase type I-alpha regulatory subunit (Bos taurus) + …; PKA-R1A dissociation; scaled: DMSO 0%, 113 µM cGMP 100%;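 active = percent activation above the mean of all tested compounds plus 3 SD, cut at about 19% in these data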;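 also: higher means more PKAc released from R1A so a rise in polarization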
Mot1-301 SUMO: yeast Mot1-301 growth rescue at high temperature, primary screen, SUMOylation pathway inhibitor project, S. cerevisiae, ATP luminescence, 38.5C. S. cerevisiae Mot1-301 growth rescue; percent above DMSO median, 100 means doubled. growth rescue, % at 18.8 µM. actives 1% (n = 320,000);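 active = every valid replicate shows activation above 250% relative to neutral control wells; inactive = the rest, any valid replicate at or below 250%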;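 also: OY570 slx delta 5 strain wells were the positive control but not used for scaling; some compounds called inactive have numbers as strong as hits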
E coli growth: E. coli V3065 growth inhibition, primary screen, counter-screen for AddAB inhibitor project, absorbance, OD600; 18 h; inhibition, % at 11.9 µM; actives 0.27% (n = 330,000); AID 449728, 2010;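 active = inhibition above the campaign's mean inhibition across all tested compounds plus 3 SD, cut at about 9.9% in these data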;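 also: uninfected addAB+ strain grown without phage in ampicillin broth; 0% = DMSO wells and 100% = ciprofloxacin 0.95 µg/ml wells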
Tat export inh: E. coli Tat export inhibitors, primary screen, MC4100, TorA-mCherry reporter, fluorescence, single point. inhibition, % at 10 µM. AID 488895, 2010. actives 0.036% (n = 340,000);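 active = mean replicate inhibition at least 50% and at least half of replicates individually reaching 50%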;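 also: exported cargo escapes ClpAP degradation while cytoplasmic cargo is degraded and loses fluorescence; 0% = median of neutral control wells and 100% = median of NaSCN control wells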
HTR5A inv ctr: HTR5A inverse agonists in luminescence cell assay, primary screen, counter-screen for OPRM1-OPRD1 heterodimer inverse agonist project, full-deck HTS. 5-hydroxytryptamine receptor 5A (Homo sapiens), P47898. HTR5A cell line, inverse agonism. inhibition, % at 9.3 µM. actives 0.083% (n = 340,000). AID 504634, 2011; in the data active = inhibition mostly above about 23%, no sharp cut-off; inactive = mostly below about 18%;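 also: 0% = cells with DMSO and 100% = no-cell wells with DMSO; some compounds called inactive have numbers as strong as hits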
Target sequence (P47898 whole entry, looked up): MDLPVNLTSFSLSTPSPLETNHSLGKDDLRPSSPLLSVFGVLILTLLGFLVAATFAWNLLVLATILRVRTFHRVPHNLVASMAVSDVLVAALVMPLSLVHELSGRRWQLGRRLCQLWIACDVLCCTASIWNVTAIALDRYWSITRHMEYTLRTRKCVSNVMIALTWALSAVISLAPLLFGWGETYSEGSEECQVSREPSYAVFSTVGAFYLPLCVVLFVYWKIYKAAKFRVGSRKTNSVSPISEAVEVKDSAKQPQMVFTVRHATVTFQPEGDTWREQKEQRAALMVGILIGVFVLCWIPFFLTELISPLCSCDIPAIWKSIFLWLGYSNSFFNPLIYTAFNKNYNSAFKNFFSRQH
OPRM1-OPRD1 inv: inverse agonists of MOR-DOR heterodimerization, primary screen, cell-based, luminescence | Mu-type opioid receptor (Homo sapiens) + Delta-type opioid receptor (Homo sapiens), … | cell-based MOR-DOR heterodimer luminescence, inverse agonism | inhibition, % at 9.3 µM | actives 0.21% (n = 340,000); in the data active = inhibition above about 22%, passing the limit was not always enough;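 also: 0% = cells with DMSO and 100% = wells without cells with DMSO; values of inactives mirror those of a sister screen read the other way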
PKA-R2B act: activators of PKA-R2B holoenzyme, primary screen, biochemical, fluorescence polarization, Cy5-IP20, human; activation, % at 11.4 µM; AID 504700, 2011; PKA-R2B holoenzyme dissociation; R2B truncated from residue 108, S112A mutant; 0% DMSO only, 100% 113 µM cGMP; cAMP-dependent protein kinase catalytic subunit beta (Homo sapiens) + cAMP-dependent …; actives 0.079% (n = 340,000);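 active = activation above a cutoff set at the mean over all compounds plus 3 SD, cut at about 18% in these data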;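 also: higher means more holoenzyme dissociation and a rise in polarization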
Target sequence (P31323 whole entry, looked up, other chains not shown, the tested form may be a part): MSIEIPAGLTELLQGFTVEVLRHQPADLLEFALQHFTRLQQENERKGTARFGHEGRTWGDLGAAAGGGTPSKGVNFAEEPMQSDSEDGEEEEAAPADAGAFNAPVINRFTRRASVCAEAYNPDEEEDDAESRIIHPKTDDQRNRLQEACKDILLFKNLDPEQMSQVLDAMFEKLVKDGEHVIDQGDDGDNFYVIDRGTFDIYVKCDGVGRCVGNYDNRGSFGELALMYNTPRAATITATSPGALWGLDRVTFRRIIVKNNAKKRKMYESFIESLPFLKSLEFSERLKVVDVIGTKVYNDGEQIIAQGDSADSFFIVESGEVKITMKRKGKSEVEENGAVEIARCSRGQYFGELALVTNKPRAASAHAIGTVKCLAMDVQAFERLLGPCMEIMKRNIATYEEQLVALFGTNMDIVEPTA
phage Ecoli inh: growth loss of phage-infected E. coli, primary screen, RecBCD inhibitor project, absorbance, with phage, HTS | inhibition, % at 11.9 µM | actives 0.26% (n = 360,000) | AID 651602, 2012; in the data active = inhibition above about 11%
AddAB inh: growth inhibition of E. coli expressing H. pylori AddAB, primary screen, AddAB inhibitor project, absorbance | inhibition, % at 11.9 µM | actives 0.29% (n = 330,000) | AID 435030, 2010; in the data active = inhibition above about 12%;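 also: 0% = vehicle wells of infected cells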
PfHsp90 yeast 2: growth inhibition of PfHsp90-expressing yeast, primary screen, antimalarial PfHsp90 inhibitor project, S. cerevisiae, BacTiter-Glo luminescence, single point, set 2. BacTiter-Glo ATP, 48 h; yeast lacking PDR1 and PDR3 efflux regulators. inhibition, % at 9.4 µM. actives 0.32% (n = 310,000). AID 504621, 2011;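 active = every replicate shows inhibition above about 80%, whatever the replicate mean, limit read from the data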;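 also: 0% = DMSO neutral controls and 100% = 20 µM radicicol positive controls; yeast relying on Plasmodium falciparum Hsp90 in place of its own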
* marks the source's active call; other numbers are inactive results; . = no result given.

SMILES	OPRM1-OPRD1 ag	PKA-R1A activ	Mot1-301 SUMO	E coli growth	Tat export inh	HTR5A inv ctr	OPRM1-OPRD1 inv	PKA-R2B act	phage Ecoli inh	AddAB inh	PfHsp90 yeast 2
Cc1csc(CN(C)C(=O)C2CCC(=O)N(CCCc3ccccc3)C2)n1 (stereo unspecified)	-3.3	0	13	-1.9	4	15	18	-2	2.3	2.9	-2
COC(=O)c1c(NC(=O)CSc2nnc(Cn3nnc4ccccc43)n2C)sc(C)c1C	-0.4	-6	12	-0.7	-5	-7	2	-10	-1.8	-0.4	-20
CCOc1ccc2oc(C(=O)NC3CC(C)(C)NC(C)(C)C3)c(C)c2c1	-0.6	-5	-16	1.6	-5	6	3	-5	3.2	2.4	26
Cc1ccc(CNC(=O)C2CCC(=O)N2C(C)C)cc1 (stereo unspecified)	-1.5	4	-8	-2.8	-3	-3	7	-4	-0.1	-1.0	21
Cn1c(CCNC(=O)c2ccco2)nc2ccccc21	-0.7	1	-6	-0.9	-6	-5	4	-9	4.7	1.3	.
O=C(NC1CCSc2ccccc21)c1cccc(S(=O)(=O)N2CCOCC2)c1 (stereo unspecified)	-1.4	-8	12	0.2	-6	-6	9	-2	1.5	1.4	.
Cc1nc(N)sc1C(=O)NN	.	.	-7	3.0	-5	.	.	.	0.6	5.3	-4
CC(C)(C)NC(=O)NC(=O)COC(=O)C1CCN(S(=O)(=O)c2cccs2)CC1	-2.9	6	.	-1.9	-10	15	12	6	0.9	-1.8	8
O=C(CNC(=O)c1nc[nH]c1C(=O)N1CCc2ccccc2C1)OCc1ccccc1	2.9	-3	-4	-1.1	7	-39	-17	2	1.0	2.2	-8
Cc1ccc(C2=NO[C@@](CC(=O)O)(C(=O)Nc3ccc4c(c3)OCCO4)C2)cc1	-0.2	2	2	.	-8	6	1	2	2.2	.	-3
COc1ccc(OCCCC(=O)Nc2cccc([N+](=O)[O-])c2)cc1	-2.6	-10	6	-2.6	-1	8	13	-3	2.7	1.9	9
CC(=O)Oc1ccc(C(=O)Nc2ccccc2C(=O)NCC(C)C)cc1	-2.2	2	220	2.3	-1	-1	12	3	1.5	4.0	-6
COCCN(C(=O)COC(=O)CSc1ccc2ccccc2c1)c1c(N)n(Cc2ccccc2)c(=O)[nH]c1=O	-0.2	-15	-11	-1.6	1	10	1	-11	5.3	-1.4	12
Cc1cc(C)c(NC(=S)N(CCN(C)C)C(C)c2cccnc2)c(C)c1 (stereo unspecified)	-3.0	3	.	-0.2	1	-20	14	1	1.7	0.5	.
COc1ccc(NC(=O)C(NC(C)=O)C(=O)NCc2ccccc2OC)cc1 (stereo unspecified)	-1.1	-9	-8	-2.2	2	-2	6	-4	0.6	-0.3	23
CC1(C)CC(=O)C2=C(C1)Nc1ccccc1NC2c1cccc(F)c1 (stereo unspecified)	-2.3	5	-3	.	-6	-1	11	0	-0.9	.	-27
COC(CNC(=O)C(=O)Nc1cc2c3c(c1)CC(=O)N3CCC2)OC	-1.0	4	-12	-2.4	7	11	5	5	3.2	1.0	-3
O=C(NNC1CC(=O)N(c2ccccc2)C1=O)c1ccco1 (stereo unspecified)	-2.4	0	10	0.7	-1	3	12	-8	0.8	3.3	-21
COc1ccccc1NS(=O)(=O)c1cc(N)ccc1N1CCCCC1	0.0	4	252	1.2	1	6	0	-4	-0.3	-2.6	-66
CCC(C(=O)OCC(=O)Nc1c(Cl)cccc1Cl)c1ccccc1 (stereo unspecified)	-0.9	1	1	1.0	-5	21	4	1	4.8	2.8	-5
Cc1ccc(NC(=O)C(c2ccccc2)c2ccccc2)nc1	-0.7	-18	-6	1.7	6	-15	3	-6	2.1	2.5	4
CC(=O)Nc1cccc(OCC(O)Cn2cnc3ccccc32)c1 (stereo unspecified)	-3.4	-6	12	-1.1	-7	17	17	-2	4.8	2.1	.
COc1ccc(C(=O)/C=C/c2ccc(OC)c(CN3CCOCC3)c2)cc1	-1.9	-8	44	-2.0	4	2	10	-13	1.8	2.1	-6
CN(Cc1ccccc1)C(=C(Cl)Cl)/C(=C1/NCCN1C)[N+](=O)[O-]	-0.5	-4	-5	-2.2	1	7	3	-11	4.3	1.2	-11
CC(C)(C)c1ccc(CNC(=O)C2CCCN2C(=O)Nc2ccccc2)cc1 (stereo unspecified)	-2.7	-2	-18	1.7	-14	5	14	3	1.0	1.8	-11

(continued)
SMILES	OPRM1-OPRD1 ag	PKA-R1A activ	Mot1-301 SUMO	E coli growth	Tat export inh	HTR5A inv ctr	OPRM1-OPRD1 inv	PKA-R2B act	phage Ecoli inh	AddAB inh	PfHsp90 yeast 2
Cc1cccc(C)c1NC(=O)CN(C)C(=O)C1=COCCO1	-2.0	-1	5	-0.5	-7	4	8	-1	0.1	0.4	37
CC(=O)Nc1ccc(Nc2ccccc2)cc1	0.3	-6	-2	1.2	8	4	-2	-10	3.1	-1.5	1
O=C(c1ccc(Br)cc1)N(c1ccccn1)C1CCCCC1	-2.4	0	-15	3.6	-10	11	13	-13	2.6	-1.4	-3
CCCCn1c(N)c(N(CC)C(=O)c2ccncc2)c(=O)[nH]c1=O	-2.4	-4	10	-0.9	9	-11	10	3	1.6	-0.4	2
O=C(CCCCn1cnc2c(=S)nc[nH]c21)Nc1ccc(C(=O)O)cc1	-4.8	5	.	.	9	-4	24	1	1.8	.	28
COc1cc(NC(=O)c2cnc(NCc3ccccc3)nc2C)cc(OC)c1OC	-1.6	-9	4	0.2	-5	2	7	-12	-0.3	0.9	-6
CCOC(=O)c1cccc(NC(=O)CCCn2c(=O)c3cccn3c3cccnc32)c1	1.3	-13	52	0.3	-6	-21	-7	-7	4.2	-0.9	-1
O=C(/C=C/c1ccc(Br)cc1)c1ccc(NC(=O)c2ccco2)cc1	-1.0	1	9	-1.4	-2	-11	5	-1	3.2	-2.4	-18
CC(=O)Nc1ccc(S(=O)(=O)N2CCCC2C(=O)Nc2ccc(F)cc2)cc1 (stereo unspecified)	0.1	-10	.	1.0	-5	-10	-1	2	-0.4	2.2	8
Cc1ccc(S(=O)(=O)N2CCN(C(=O)CN3CCOCC3)C2C(C)C)cc1 (stereo unspecified)	-3.0	6	-7	0.8	4	-15	14	17	4.4	1.4	.
CCCn1c(SCC(=O)Nc2nnc(CC)s2)nnc1-c1ccncc1	-1.7	3	65	2.4	0	-23	9	8	4.0	3.4	-15
CC(=O)OC1COC(n2c(O)c(N=NC(N)=S)c3ccccc32)C(OC(C)=O)C1OC(C)=O (stereo unspecified)	-6.2	-5	20	-1.3	3	5	30	-9	0.9	1.3	4
NC(=O)Cc1nc2scc(-c3ccccc3)c2c(=O)[nH]1	.	.	-10	-1.1	-2	.	.	.	4.4	2.4	24
N#Cc1c2n(c3c(=O)n(Cc4ccccc4Cl)cnc13)CCCC2	-0.2	-3	-12	-0.4	7	-12	1	-12	1.7	-0.4	.
O=S(=O)(c1cccc2cccnc12)N1CCN(Cc2ccc3c(c2)OCO3)CC1	1.1	11	.	1.3	-5	1	-7	1	0.8	0.2	-8
CCOC(=O)Cn1ccc(NC(=O)COc2ccc(F)cc2)n1	-2.0	-9	10	-1.7	10	-5	13	-3	3.9	-0.1	17
CCN(/C=N/c1sc2c(c1C#N)CCCCC2)CC	0.3	-10	-22	0.5	-2	7	-2	-15	3.6	1.4	.
COc1ccc(Cl)cc1N(CC(=O)N/N=C/c1ccc(OCC(N)=O)cc1)S(C)(=O)=O	-0.7	14	14	0.7	4	-8	3	5	-2.1	4.0	-11
Cc1ccc(NC(=O)c2sc(Cl)nc2-c2ccccc2)cc1	1.7	4	-6	2.5	2	3	-9	-15	0.1	4.2	-5
COCCn1c(=NC(=O)CN2C(=O)CCC2=O)sc2cc(S(N)(=O)=O)ccc21	-1.0	1	-4	0.7	8	2	5	-7	3.4	3.9	13
Cc1cc(OCC(=O)Nc2ccccc2N2CCOCC2)c(C(C)C)cc1Cl	5.9	10	163	4.8	-6	1	-24	-1	5.8	0.8	-2
CC(C)(C)C(=O)CN1C(=O)NC2(CCCc3ccccc32)C1=O (stereo unspecified)	-3.5	-8	-8	-1.9	3	4	16	-4	3.0	0.9	3
COc1ccc(CCNC(=O)C(=O)NCCC2CCCCN2S(=O)(=O)c2cccs2)cc1 (stereo unspecified)	0.3	7	2	0.1	4	-10	-2	-1	1.2	-0.9	5
COc1ccc(NC(=O)COC(=O)c2ccc(OCc3ccccc3Cl)c(OC)c2)c(OC)c1	-1.9	-13	-4	2.5	-3	2	10	-13	-1.0	1.5	10
COC(=O)c1ccc(C)c(NC(=O)CCSc2ccc(C)cc2)c1	-1.5	-2	20	-1.6	9	18	9	-11	1.8	0.5	1

Next part:
SMILES	OPRM1-OPRD1 ag	PKA-R1A activ	Mot1-301 SUMO	E coli growth	Tat export inh	HTR5A inv ctr	OPRM1-OPRD1 inv	PKA-R2B act	phage Ecoli inh	AddAB inh	PfHsp90 yeast 2
COC(=O)c1c(NC(=O)/C=C/c2ccco2)sc2c1CCC2	-1.0	-3	-3	0.0	-2	18	5	8	3.4	3.5	-67
Cc1ccc(C)n1NC(=O)c1cccc(Cl)c1	-1.6	-16	-7	-3.1	-3	-6	9	-8	2.3	0.2	11
COc1ccccc1CCn1c(N)cc(=O)[nH]c1=O	-2.7	-3	-7	-0.1	4	22	16	-4	2.1	1.8	16
Cc1ccc(/C([O-])=C(/C(=S)NCc2ccccc2)[n+]2ccccc2)cc1[N+](=O)[O-]	-0.1	-5	.	-2.8	3	7	0	2	2.5	-0.4	.
O=C(NN=Cc1c(O)ccc2ccccc12)c1ccc2c(c1)OCO2	4.5	-16	-6	21*	-11	-12	-17	-17	11*	18*	1
Cc1ccc2c(c1)COc1c3ccc(C(=O)NC(C)C)cc3nn1-2	-1.8	-5	-10	-0.8	-3	6	10	-9	1.6	1.6	5
Cc1ccccc1C(=O)NC1CCN(C(=O)N2CCOCC2)CC1	-2.1	7	2	0.4	-7	-17	12	10	1.9	1.5	-1
COc1ccc(Oc2nc(OC)cc(OC)n2)cc1	-0.5	5	-9	-0.4	-1	-1	4	-2	2.8	0.6	-15
CCCC1(c2ccccc2)NC(=O)N(CC(=O)Nc2cc(S(=O)(=O)N3CCOCC3)ccc2Cl)C1=O (stereo unspecified)	-0.3	-6	-19	0.0	-3	8	1	-6	0.1	1.2	1
N#Cc1nc(COc2cccc(Cl)c2)oc1N1CCN(c2ccccc2)CC1	-2.1	4	6	-1.4	-11	11	11	-8	.	1.3	.
